Source: PubChem BioAssay
MRP-1 activ = H69AR viability gain despite doxorubicin, primary screen, MRP-1 activator project, H69AR cells, CellTiter-Glo | viability increase, % at 10 µM | viability rescue | actives 0.61% (n = 140,000);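 active = viability gain under doxorubicin at or above a set limit, the compound median plus 3 SD, cut at about 4.7% in these data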;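 also: MRP-1 overexpressing cells given doxorubicin 25 µM after compound pretreatment; 18-22 h compound pretreatment then 72 h with doxorubicin before readout; 0% = doxorubicin-only wells and 100% = vehicle-treated cells without doxorubicin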
HCT116 PTEN-null = growth suppression of PTEN-null HCT116, primary screen, cell-based, CellTiter-Glo. HCT116 PTEN-null viability, 60 h; active compounds read low. viability, % at 10 µM. actives 1.2% (n = 140,000);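 active = viability at or below a set limit, 4 SD under the median of all tested compounds, cut at about 3.7% in these data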;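 also: PTEN knockout HCT116 line with beta catenin targeted HCT116 as companion control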
Measles CPE = compounds protecting cells from measles virus cytopathic effect, primary screen, measles RdRp inhibitor project, single point, MLSMR library, absorbance; Measles virus-infected cells, CPE protection; AID 841, 2007; protection (pct of control), % at 4 µM; actives 1.5% (n = 140,000); in the data active = protection mostly above about 24%, no sharp cut-off; inactive = mostly below about 26%; also: some compounds called inactive have numbers as strong as hits
Yeast life ext = compounds extending yeast replicative lifespan, primary screen, S. cerevisiae, OD615 | S. cerevisiae growth with nicotinamide; deaD strain in restrictive glucose medium | inhibition of the nicotinamide effect, % at 10 µM | actives 0.68% (n = 130,000);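 active = inhibition above a set limit, placed 3 SD over the median of all compounds, cut at about 26% in these data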;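 also: 0% = nicotinamide-treated wells and 100% = cells grown without nicotinamide; some compounds called inactive have numbers as strong as hits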
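Test system: DeaD-strain S. cerevisiae / Buffer or medium: restrictive glucose medium / Also added: nicotinamide 1.5 mM / Doses: one concentration, 10 µM, DMSO 0.25% / Schedule: 48 h at 30 °C / Signal: OD615 measurement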
GALR2 antag = GALR2 antagonists in receptor-expressing cells, primary screen; Galanin receptor type 2 (Homo sapiens), O43603; antagonist mode; inhibition, % at 4 µM; actives 0.39% (n = 140,000); in the data active = inhibition above about 27%;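 also: cells stimulated with galanin 1-16 at roughly its EC80; 0% = agonist challenge control and 100% = basal control without agonist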
Target sequence (O43603 whole entry, looked up): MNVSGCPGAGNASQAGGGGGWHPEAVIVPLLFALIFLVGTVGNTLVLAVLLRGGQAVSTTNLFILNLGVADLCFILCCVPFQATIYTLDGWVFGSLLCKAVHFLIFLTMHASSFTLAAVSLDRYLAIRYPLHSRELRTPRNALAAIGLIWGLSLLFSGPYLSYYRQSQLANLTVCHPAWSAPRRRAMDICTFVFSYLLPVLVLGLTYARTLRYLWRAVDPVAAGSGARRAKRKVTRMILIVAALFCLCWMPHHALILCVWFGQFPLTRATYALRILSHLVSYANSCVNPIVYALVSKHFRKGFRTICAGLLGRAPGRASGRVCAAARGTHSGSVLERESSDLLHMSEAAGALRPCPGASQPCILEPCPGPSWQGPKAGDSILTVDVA
Phagocyt inh = inhibitors of macrophage phagocytosis, primary screen, imaging, J774A.1 cells, IgG beads; J774A.1 macrophage IgG-bead phagocytosis; inhibition, % at 5 µM; actives 0.07% (n = 110,000); AID 1029, 2008;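 active = inhibition above the mean of the plate negative controls plus 5 SD, cut at about 13% in these data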;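 also: phagocytic index as fraction of beads internalized from green versus red external bead signal; plate controls were DMSO negative control for no effect and cytochalasin-D positive control for full effect; some results beyond the cut were filed as inactive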
BB579 growth dn = growth inhibitors of yeast BB579 in restrictive medium, primary screen, yeast lifespan-shortening project, S. cerevisiae; actives 0.51% (n = 140,000); OD615, 48 h; inhibition, % at 10 µM; AID 804, 2007;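 active = inhibition above a set limit, 3 SD over the mean compound inhibition, cut at about 44% in these data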; also: inactives centre near -24
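Material: Saccharomyces cerevisiae DeaD strain BB579, replicative lifespan model yeast; buffer or medium: CSMM-D restrictive synthetic medium containing dextrose (glucose); compound: 10 µM single dose, DMSO 0.25%; timing: 48 h compound exposure at 30 °C after 4 h preincubation; signal: turbidity as optical density at 615 nm; benchmarks: positive control amphotericin B 10 µg/mL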
bCat KO growth = primary screen for growth suppressors in beta-catenin knockout HCT116 cells (colon tumor, human). viability, % at 10 µM. actives 1.5% (n = 140,000). HCT116 beta-catenin knockout viability, CellTiter-Glo, 60 h; active compounds read low. AID 818, 2007;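 active = viability at or under a set limit, the compound median less 4 SD, cut at about 6% in these data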;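 also: 0% = Hyamine 1622 control at 20 µM and 100% = untreated cell control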
NPY Y2 blocker = NPY-Y2 receptor antagonists, primary screen, cell-based. NPY-Y2 expressing cells, antagonist mode. actives 0.99% (n = 140,000). inhibition, % at 2.7 µM. AID 793, 2007; in the data active = inhibition above about 17%;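 also: 0% = vehicle with agonist challenge and 100% = reference antagonist with challenge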
Target sequence (P49146 whole entry, looked up): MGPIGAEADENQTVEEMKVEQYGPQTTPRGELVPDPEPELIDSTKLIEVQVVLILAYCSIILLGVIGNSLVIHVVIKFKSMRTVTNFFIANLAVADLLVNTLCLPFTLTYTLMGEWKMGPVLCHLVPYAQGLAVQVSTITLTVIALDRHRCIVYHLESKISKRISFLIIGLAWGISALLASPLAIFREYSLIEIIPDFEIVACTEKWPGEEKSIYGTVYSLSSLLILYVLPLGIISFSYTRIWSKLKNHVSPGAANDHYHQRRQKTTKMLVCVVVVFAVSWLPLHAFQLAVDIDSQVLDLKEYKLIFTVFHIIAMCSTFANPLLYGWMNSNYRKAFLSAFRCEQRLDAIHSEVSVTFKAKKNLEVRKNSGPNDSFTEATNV
E-sel TNF inh = E-selectin induction blockers in HUVEC – imaging, immunofluorescence, high content, primary screen; HUVEC TNFa-induced E-selectin immunofluorescence; inhibition, % at 2 µM; actives 0.71% (n = 120,000); AID 1246, 2008;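 active = inhibition above the batch mean plus 3 SD, and confirmed as a hit on visual image review, cut at about 43% in these data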;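 also: 0% = TNF-stimulated DMSO wells and 100% = unstimulated control wells; not every result past the cut was called active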
* = called active by the depositor; · = not tested or not shown.

entry	smiles	MRP-1 activ	HCT116 PTEN-null	Measles CPE	Yeast life ext	GALR2 antag
1	O=C(NC(=S)NC1CCSC1=O)c1ccccc1Cl (configuration not stated)	-1.2	98	4	-21	-6
2	COC(=O)c1ccccc1OCC(=O)N1CCN(c2ccc(OC)cc2)CC1	-2.3	91	2	-8	4
3	Cc1nc2c3ccccc3nc(NNC(=O)CCC(=O)NCCC(C)C)n2n1	-1.5	92	20	0	8
4	CC(NC(=O)Nc1ccccc1C(F)(F)F)C1CCCO1 (configuration not stated)	-2.4	98	7	-18	-8
5	CC(C)(C)c1ccc(NC(=O)COC(=O)CCc2nc3ccccc3c(=O)[nH]2)cc1	-1.3	103	5	-1	-9
6	C(=N\N1CCN(C2c3ccccc3-c3ccccc32)CC1)/c1cccnc1	-0.7	77	9	-14	-3
7	CCCCn1c(SCC(=O)NCc2ccco2)nc2c1c(=O)n(C)c(=O)n2C	0.5	96	19	·	4
8	Cc1ccc(C(=O)NN2C(=O)C3C4c5ccccc5C(c5ccccc54)C3C2=O)cc1 (configuration not stated)	-1.0	81	5	-1	-7

entry	Phagocyt inh	BB579 growth dn	bCat KO growth	NPY Y2 blocker	E-sel TNF inh
1	·	-8	90	-2	-33
2	·	-24	102	0	4
3	-1	-18	92	1	·
4	-1	-27	110	8	-2
5	·	-14	96	1	·
6	·	-20	99	6	44
7	·	-9	87	0	6
8	-7	-29	86	0	·

(next part)
entry	smiles	MRP-1 activ	HCT116 PTEN-null	Measles CPE	Yeast life ext	GALR2 antag
9	CON(C)c1nc(OCC#N)nc(N(C)C)n1	1.1	94	19	1	10
10	CN1C(=O)/C(=C/c2ccccc2OCc2ccccc2F)NC1=S	-4.1	82	5	-6	0
11	CC(C)N1C(=O)CN(C2CCCCCC2)C(=O)C1c1ccccc1F (configuration not stated)	-3.0	81	15	-18	5
12	O=c1c2ccccc2ncn1C1CCCCC1	0.5	99	19	-13	4
13	CCOC(=O)C1CCN(Cc2c(F)cccc2Cl)CC1	0.5	107	16	-5	0
14	CCOc1ccc(CCNC(=O)c2oc3c(c2C)-c2[nH]ncc2CC3)cc1OCC	-2.0	94	10	-3	-2
15	CC1=C(C#N)C(c2cn(-c3ccccc3)nc2-c2cccs2)C(C#N)=C(C)N1	-1.1	93	2	10	7
16	COCCCNC(=O)CCc1ccc(S(=O)(=O)Nc2ccc(C)cc2)cc1	0.9	·	8	-3	2

entry	Phagocyt inh	BB579 growth dn	bCat KO growth	NPY Y2 blocker	E-sel TNF inh
9	-13	-25	88	2	·
10	·	-19	81	0	9
11	-1	-20	91	-1	20
12	1	-31	99	-2	16
13	2	-7	95	4	18
14	-1	-14	94	3	-10
15	0	7	99	11	-9
16	0	-11	97	1	-1

Remaining list, next part
entry	smiles	MRP-1 activ	HCT116 PTEN-null	Measles CPE	Yeast life ext	GALR2 antag
17	CC(C)(C)C1CCc2c(sc(NC(=O)c3ccncc3)c2C(N)=O)C1 (configuration not stated)	-3.2	30	12	-4	-2
18	CCOC(=O)C1=C(N2CCCCC2)c2cc3c(n2C1=O)CCCC3	-2.9	95	19	-7	5
19	O=C(NCc1cccnc1)c1cccnc1Sc1ccc(Cl)cc1	1.4	91	4	-18	4
20	Cc1ccccc1Cn1ccc(-c2ccc(Cl)cc2)c(C#N)c1=O	0.0	111	8	-4	11
21	COc1cc(C(=O)NCc2nnc(SCC(=O)N3CCCCC3)o2)cc(OC)c1OC	-3.6	89	6	-9	0
22	CCOc1ccc2[nH]c(=O)c(CN(Cc3ccc(C)cc3)C(=O)N3CCCC3)cc2c1	-2.9	81	5	-15	-2
23	CC1S/C(=N/N=C2CCCCC2)NC1=O (configuration not stated)	-0.7	101	11	0	10
24	c1ccc2sc(-c3ccc4c(c3)OCO4)nc2c1	-3.9	59	16	-28	-1

entry	Phagocyt inh	BB579 growth dn	bCat KO growth	NPY Y2 blocker	E-sel TNF inh
17	2	-9	41	2	·
18	1	-41	90	0	·
19	·	0	86	-1	-10
20	0	-72	89	1	1
21	·	-18	98	2	-7
22	0	-24	93	3	-7
23	-7	-37	100	1	·
24	-1	-3	46	3	39

Continued.
entry	smiles	MRP-1 activ	HCT116 PTEN-null	Measles CPE	Yeast life ext	GALR2 antag
25	Clc1ccc(CN=C2Nc3ccccc3CS2)cc1	-1.9	75	14	-6	-7
26	Cc1ccc2[nH]c(=O)c(CN(CC3CCCO3)C(=S)NCc3ccco3)cc2c1 (configuration not stated)	-3.6	86	11	-2	-5
27	CCC(C)NC(=O)c1cc2cc3ccc(OC)cc3nc2s1 (configuration not stated)	-4.3	79	7	-7	-2
28	Cc1ccc(-c2c[n+](CC(=O)Nc3nc(-c4ccc(F)cc4)cs3)c3n2CCC3)cc1	-2.5	39	11	3	-15
29	COC(=O)/C(=C\Nc1ccccc1N)c1ncc(C(F)(F)F)cc1Cl	-2.6	99	7	0	9
30	COc1ccc(N(CC(=O)Nc2cc(C)ccc2OC)S(=O)(=O)c2c(C)noc2C)cc1	-3.0	34	5	-2	-2
31	Cc1ccc(Oc2nc(CN3CCOCC3)nc3sc4c(c23)CCC(C)C4)cc1 (configuration not stated)	-2.8	63	13	14	-4
32	Cn1c(C(C(=O)NCC2CCCO2)N(C(=O)Cn2nnc3ccccc32)C2CCCCC2)nc2ccccc21 (configuration not stated)	-1.3	103	11	-14	-4

entry	Phagocyt inh	BB579 growth dn	bCat KO growth	NPY Y2 blocker	E-sel TNF inh
25	·	-34	88	1	-8
26	-8	-15	85	1	·
27	0	-24	91	-1	-5
28	-3	-15	47	4	-4
29	0	-36	87	1	11
30	3	-10	31	8	27
31	-8	6	63	22*	21
32	0	-26	91	0	·

Next results.
entry	smiles	MRP-1 activ	HCT116 PTEN-null	Measles CPE	Yeast life ext	GALR2 antag
33	CC(C)C1=NN(C(=O)c2ccccc2)C(O)(C(C)(C)C)C1 (configuration not stated)	0.2	94	1	-6	-1
34	CCOC(=O)NC(NCc1cccc(C(F)(F)F)c1)(C(F)(F)F)C(F)(F)F	0.4	100	22	1	-8
35	Cn1c(N)c(C(=O)NCc2ccccc2)sc1=S	-1.5	98	23	-7	2
36	CCc1cccc(CC)c1NC(=O)COC(=O)c1ccccc1-c1nc2ccccc2s1	-3.1	60	13	-1	8
37	COc1ccc(CCNC(=O)C(=O)Nc2nccs2)cc1OC	-2.4	104	11	-28	0
38	Cc1cc2c(c(SCC(=O)N(C)c3ccccc3)n1)C(=O)OC2	-2.4	94	5	-7	5
39	O=C(Cc1ccc(-n2c(=O)[nH]c3ccccc3c2=O)cc1)N1CCN(c2cccc(Cl)c2)CC1	1.5	23	2	-15	-2
40	COc1ccccc1C1=NOC(COC(=O)c2ccc3ccccc3n2)C1 (configuration not stated)	0.5	94	9	-18	1

entry	Phagocyt inh	BB579 growth dn	bCat KO growth	NPY Y2 blocker	E-sel TNF inh
33	2	-6	84	3	-16
34	·	-26	85	5	·
35	1	-7	94	1	-18
36	-8	-5	53	20*	·
37	0	-44	102	1	·
38	·	-5	86	4	·
39	·	-39	33	-2	-10
40	0	-7	83	7	-48

(more compounds)
entry	smiles	MRP-1 activ	HCT116 PTEN-null	Measles CPE	Yeast life ext	GALR2 antag
41	CCCCNC(=O)Cn1c(=O)oc2cc(S(=O)(=O)N3CC(C)CC(C)C3)ccc21 (configuration not stated)	-3.7	38	9	8	3
42	Cc1ccc(S(=O)(=O)Cc2cccc(C(=O)N3CCOCC3)c2)cc1	-0.5	85	6	-17	-2
43	Cc1cccnc1NC1OC(=O)c2ccccc21 (configuration not stated)	0.6	105	12	-5	22
44	Cc1ccccc1CNC1CCCCC1	0.4	100	10	5	0
45	Cc1cc(=O)oc2c3c4c(cc12)OCCN4CCC3	-4.9	50	8	·	18
46	COc1ccc(C/C(N)=N/OC(=O)Cc2ccccc2)cc1OC	-0.2	76	40	-13	-7
47	CCOC(=O)c1c(C)nc2sc3c(=O)n(-c4ccc(C(C)=O)cc4)cnc3c2c1-c1ccc(Cl)cc1	0.6	55	2	4	-4
48	O=C(O)C1C2C=CC(C2)C1C(=O)NCc1cccnc1 (configuration not stated)	-3.2	82	10	·	-5

entry	Phagocyt inh	BB579 growth dn	bCat KO growth	NPY Y2 blocker	E-sel TNF inh
41	0	-24	65	-2	2
42	0	-13	96	-2	-30
43	0	-46	108	2	-8
44	0	-51	92	3	·
45	·	-13	56	-3	-7
46	·	-5	83	4	22
47	-1	-14	69	1	-3
48	·	16	83	1	-5

(list continues)
entry	smiles	MRP-1 activ	HCT116 PTEN-null	Measles CPE	Yeast life ext	GALR2 antag
49	CCOCCCNC(=O)CCNC(=O)c1cc(OC)c(OC)c(OC)c1	-1.8	88	10	-2	6
50	CN1C(=O)/C(=C2\SC(=S)N(CC3CCCO3)C2=O)c2ccccc21 (configuration not stated)	-1.9	75	4	1	3
51	COc1ccc(C(=O)CC(=O)O)c2c1C=CC(C)(C)O2	-1.4	99	13	-9	-4
52	O=C1CC(c2ccccc2)CC(=O)C1Sc1ccc(Cl)cc1 (configuration not stated)	-2.4	102	23	40*	8
53	CCn1c(SCc2ccc(C#N)cc2)nnc1-c1cccc(Cl)c1	-0.5	73	7	-9	-7
54	COc1ccc(CCC(=O)NCCCNC(=O)CCc2ccc(OC)cc2)cc1	-0.1	101	6	0	1

entry	Phagocyt inh	BB579 growth dn	bCat KO growth	NPY Y2 blocker	E-sel TNF inh
49	-2	-41	83	0	-10
50	1	-72	68	0	·
51	0	-20	94	-2	·
52	-4	-3	97	4	·
53	-1	-41	83	5	2
54	·	2	108	2	-22
